Screens as filed in PubChem BioAssay.
ERG Ets-DNA blk – ERG Ets/DNA interaction inhibition. 0.028% of 370,000 active. AID 624246. Potency, µM (series often up to 76.9 µM), inactives show at the highest dose FP activity, negative = inhibition, hits mostly inhibitors. fluorescence polarization, His-ERG Ets domain / labelled DNA; active = well fitted inhibition curve with a large enough effect in the polarisation, with a control signal flat; inconclusive = small, poorly fitted or top-dose-only effect, or effect the other way, or a change in a side signal; inactive = no such curve, though single readings can be large or run the other way; the % refers to the polarisation;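 note: polarization taken with two DNA probes labelled with fluorescein and Texas red; potency is the fitted concentration of half-maximal effect; % of control where 0% means no effect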
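His-tagged ERG Ets domain (1 uM in the protein solution; 300mM KCl, 50mM Tris-HCl, 1mM EDTA, 1mM DTT, pH 7.5) received compound, then a probe mix of 5 nM fluorescein-DNA and 100nM Texas-615-DNA. Fluorescence polarization was read for both dyes.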
RGS4 inh – inhibitors of human regulator of G protein signaling 4 | P49798 | Transcreener GDP fluorescence polarization, RGS4-accelerated GTP hydrolysis | Potency, µM (doses to about 114 µM), for inactives: top-dose activity change, negative = inhibition, actives largely listed as inhibitors | 0.039% of 390,000 active | AID 504845; note: potency is the fitted concentration of half-maximal effect; % is set by controls: 0 for no effect and ±100 for the full control effect; nearly all actives have a fitted effect of over 75% in size; some results filed as inactive show a strong effect at the top dose
Target sequence (P49798 whole entry, looked up): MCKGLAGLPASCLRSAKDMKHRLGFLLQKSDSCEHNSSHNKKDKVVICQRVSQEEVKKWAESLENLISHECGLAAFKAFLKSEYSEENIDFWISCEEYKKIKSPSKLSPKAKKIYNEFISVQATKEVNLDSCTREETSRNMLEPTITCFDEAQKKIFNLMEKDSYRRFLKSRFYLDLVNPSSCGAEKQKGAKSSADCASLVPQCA
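MLSMR compounds (23 nl, pin-transferred) preincubated 10 min at room temperature with a 500nM (2x) first reagent, then RGS4 at 900nM (2x) plus Transcreener GDP mix added; fluorescence polarization (620/688 nm) read before and after 90 min at 30 °C.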
D2 antagonist – antagonizes the human D2 dopamine receptor. P14416. HEK293 TREx D2 cells, calcium flux, dopamine EC80. inhibition, % at 10 µM. 2% of 340,000 active; in the data active = inhibition above about 30%; note: 0% is about no effect
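Inhibition of EC80 dopamine-driven calcium flux, recorded kinetically, defines activity here; cells are a tetracycline-induced HEK293 T-REx line expressing force-coupled D2.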
Vif-A3G inh – inhibitors of Vif-APOBEC3G interaction; Q9HC16; HeLa A3G-eYFP + Vif (tagged APOBEC3G with the HIV-1 protein that degrades it), YFP fluorescence, overnight; Potency, µM (top dose mostly 46.1 µM), without a hit: at the top dose activity, negative = active, most hits filed as inhibitors; 0.076% of 410,000 active;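 note: potency is the fitted concentration of half-maximal effect; % is set by controls: 0 for no effect and ±100 for the full control effect; nearly all actives have a fitted effect of over 60% in size; hits raise eYFP signal because A3G escapes Vif-driven loss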
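Read-out is eYFP fluorescence (Ex 488/Em 500-530) from Vif-expressing HeLa A3G-eYFP cells; more signal means A3G escaped Vif-mediated degradation. Cells plated overnight, compound pinned in, incubated overnight at 37 deg C.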
D2 agonist – agonists of human D2 dopamine receptor | 0.53% of 340,000 active | activation, % at 2 µM | AID 485358 | HEK293 T-REx D2 cells, calcium flux agonist mode;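 active = activation over 3 SD above normal in the single-dose calcium agonist read, cut at about 30% in these data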; note: 0% is about no effect
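Calcium-flux readout, 1 cycle/sec over 180 s following compound pin transfer, in inducible HEK293 Trex D2 cells (force-coupled); dopamine controls included. Positive calcium responses during this window marked compounds as potential agonists.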
Vif-A3F inh – inhibitors of Vif-A3F interaction. HeLa A3F-eYFP + Vif (tagged APOBEC3F with the HIV-1 protein that degrades it), YFP fluorescence increase. Potency, µM (highest dose often 46.1 µM), inactives show at the top dose activity, negative = active. 0.2% of 390,000 active; note: potency is the fitted concentration of half-maximal effect; % of control where 0% means no effect; nearly all actives have a fitted effect of over 65% in size
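Fluorescence increase (Ex 488/Em 500-530) after overnight compound treatment at 37 deg C flags inhibition of Vif-driven A3F-eYFP loss in stable HeLa A3F-eYFP/Vif cells seeded overnight beforehand.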
LDHA inh – inhibitors of human lactate dehydrogenase A | P00338 | purified LDHA, NADH/diaphorase-resazurin fluorescence; active compounds read low | activity change, % (values are at about 110 or 230 µM) | 0.15% of 480,000 active | AID 1347041; in the data active = activity change below about -30%; inconclusive = mostly about -25% to -30%;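 note: plate controls were DMSO wells for no effect and wells without enzyme for full effect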
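Enzyme activity of human lactate dehydrogenase 5 (2 nM; 0.06 mM NADH, 0.2 mM pyruvate, 5 min, RT) is measured via a resazurin/diaphorase fluorescence readout of residual NADH.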
ALOX12 inh – ALOX12 (human) lipoxygenase inhibition. P18054. purified 12hLO, xylenol orange hydroperoxide absorbance. Potency, µM (series often up to 108 µM), without a hit: at the highest dose activity change, negative = inhibition, actives largely listed as inhibitors. 1.1% of 580,000 active; note: potency is the fitted concentration of half-maximal effect; % is set by controls: 0 for no effect and ±100 for the full control effect
Target sequence (P18054 whole entry, looked up): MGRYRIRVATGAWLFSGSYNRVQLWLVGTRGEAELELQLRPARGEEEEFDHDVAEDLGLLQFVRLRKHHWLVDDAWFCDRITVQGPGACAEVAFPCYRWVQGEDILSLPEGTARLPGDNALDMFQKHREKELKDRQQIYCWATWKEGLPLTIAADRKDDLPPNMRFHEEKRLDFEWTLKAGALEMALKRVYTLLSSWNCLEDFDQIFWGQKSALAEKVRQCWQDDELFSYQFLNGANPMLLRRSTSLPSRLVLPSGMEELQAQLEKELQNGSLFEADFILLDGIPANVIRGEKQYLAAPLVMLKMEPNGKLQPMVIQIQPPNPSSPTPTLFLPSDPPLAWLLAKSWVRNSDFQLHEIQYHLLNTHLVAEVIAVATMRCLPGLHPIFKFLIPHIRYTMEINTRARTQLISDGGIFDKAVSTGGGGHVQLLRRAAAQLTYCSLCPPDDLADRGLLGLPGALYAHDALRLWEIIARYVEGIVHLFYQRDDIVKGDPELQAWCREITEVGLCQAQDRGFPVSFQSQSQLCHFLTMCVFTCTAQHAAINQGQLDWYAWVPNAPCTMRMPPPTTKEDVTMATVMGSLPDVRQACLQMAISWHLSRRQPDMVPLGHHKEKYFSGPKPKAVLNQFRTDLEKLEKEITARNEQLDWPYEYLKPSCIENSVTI
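Purified human 12hLO at 150 nM in 25 mM Hepes, 0.01% Triton X-100, pH 7.0, preincubated 15 min at room temperature with compound. Reaction started with 40 uM arachidonic acid, 30 min at room temperature. Hydroperoxide measured by Fe-xylenol orange, 573/405 nm absorbance ratio.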
Glioma ERSR ind – induces the endoplasmic reticulum stress response in human glioma cells. U87-MG GRP78 promoter luciferase reporter, 16 h. Potency, µM, inactives show top-dose activation, hits mostly activators. 0.02% of 420,000 active. AID 602332; note: potency is the fitted concentration of half-maximal effect; series mostly up to about 76 µM; % of control where 0% means no effect; nearly all actives have a fitted effect of over 35% in size
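Stably transfected U87-MG human glioma cells carrying a GRP78-based luminescent sensor were seeded at 1000 cells/well, pin-dosed with compounds and incubated 16 h. Luciferase reagent was then added, and end-point luminescence was read after 10 min at room temperature.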
Starred values were filed as active, the others as inactive; ? = inconclusive; · = not tested or not shown; & = joins results of further samples; [ ] = dose if it differs, or a comment. Unless noted, calls come from the whole dose curve; as a rule, active = well fitted curve in the direction sought with a large enough effect; inconclusive = small, poorly fitted or top-dose-only effect, or another doubt; inactive = no such curve, though single readings can be large; an effect the other way counts as inactive or inconclusive. This is a subset (hit frequency here may not be typical).

#1 Cc1csc(NC(=O)c2cccn2C)n1
#2 CCN(C(=O)CSc1nc(C)cc(=O)[nH]1)C1CCCCC1
#3 COc1cc(OC)c(C(=O)NC2CCCc3ccccc32)cc1OC (stereo not drawn)
#4 COC(=O)c1cnn2c(C(F)(F)F)cc(-c3ccco3)nc12
#5 CCOCCCn1c(=NC(C)=O)c(C#N)cc2c(=O)n3ccccc3nc21
#6 Cc1ccc(S(=O)(=O)N2CCOC23CCN(C(=O)c2ccccc2Br)CC3)cc1
#7 CCN1CCN(C(=O)c2nn(C)c3c2CS(=O)(=O)c2ccccc2-3)CC1
#8 CC(C)(C)NC(=O)CSCc1ccc(Br)cc1
#9 Cc1ccc(CSc2nc3ccccc3c(=O)n2C)cc1
#10 Cc1ccc(S(=O)(=O)N2CCOC2C(Cl)(Cl)Cl)cc1 (stereo not drawn)
compound no.	1	2	3	4	5	6	7	8	9	10
ERG Ets-DNA blk	·	-9%[15.4 µM]	1%	7%	-1%	1%	-5%	-1%	-7%	-11%
RGS4 inh	21%	-18%	6%	-4%	-4%	13%	2%	-14%	-22%	12%[11.4 µM]
D2 antagonist	4	·	-7	-3	10	-9	-7	-7	34*	-12
Vif-A3G inh	-1%	-1%	-8%	1%	0%	-1%	0%	-2%	0%	-5%
D2 agonist	-0.2	·	-1.3	0.9	-2.6	-0.2	0.2	0.1	2.0	-0.7
Vif-A3F inh	-3%	-11%	-10%	-5%	3%	4%	2%	2%	-8%	-6%
LDHA inh	-15	1	-11	6	4	-6	-4	4	-5	-1
ALOX12 inh	1%	2%	-18%	-25%	?	-24%	-25%	4%	0%	-3%
Glioma ERSR ind	-2%	-5%	0%	-3%	-3%	-6%	-3%	-3%	1%	-2%

Reformatted as labelled records: part of the list above.
4	COC(=O)c1cnn2c(C(F)(F)F)cc(-c3ccco3)nc12
  ERG Ets-DNA blk: 7%
  RGS4 inh: -4%
  D2 antagonist: -3
  Vif-A3G inh: 1%
  D2 agonist: 0.9
  Vif-A3F inh: -5%
  LDHA inh: 6
  ALOX12 inh: -25%
  Glioma ERSR ind: -3%

5	CCOCCCn1c(=NC(C)=O)c(C#N)cc2c(=O)n3ccccc3nc21
  ERG Ets-DNA blk: -1%
  RGS4 inh: -4%
  D2 antagonist: 10
  Vif-A3G inh: 0%
  D2 agonist: -2.6
  Vif-A3F inh: 3%
  LDHA inh: 4
  ALOX12 inh: ?
  Glioma ERSR ind: -3%

New compounds follow:
#11 COc1ccc(-n2ncc(C(=O)NCCCN3CCCCC3)c2C2CCN(C(=O)OC(C)(C)C)CC2)cc1
#12 O=C(Nc1ccc2oc(-c3ccccc3F)nc2c1)c1ncn[nH]1
#13 Cc1cc(C)n(-c2ccc(C(=O)Nc3cc(C(F)(F)F)ccc3N3CCOCC3)cc2)n1
#14 C/C(=C\C(=O)c1ccc(C)cc1)NCc1ccc(F)cc1
#15 Cc1cc(NC(=O)C(=O)c2c(C)[nH]c3ccccc23)no1
#16 CC1(C)CC2CC(C)(CN2C(=O)COC(=O)c2n[nH]c(=O)c3ccccc23)C1 (stereo not drawn)
#17 COc1ccc(C2=NOC(C(=O)N3CCN(C(=O)c4ccco4)CC3)C2)cc1OC (stereo not drawn)
#18 CCOC(=O)C1C(=O)C=C(c2ccc(NS(C)(=O)=O)cc2)CC1c1ccco1 (stereo not drawn)
#19 COc1ccc(C(C(=O)NC2CCCCC2)N(C(=O)Cc2c[nH]c3ccccc23)c2ccccc2)cc1OC (stereo not drawn)
#20 O=C(O)c1cc2nc3c(c(C(F)(F)F)n2n1)CCc1ccccc1-3
compound no.	11	12	13	14	15	16	17	18	19	20
ERG Ets-DNA blk	-3%	-8%	6%	-5%	-6%	13%	4%	·	-2%	-10%
RGS4 inh	-3%	-40%	16%	0%	-16%	-18%	-1%	15%	-32%	-14%
D2 antagonist	·	6	-9	·	-7	9	4	6	·	0
Vif-A3G inh	-6%	-1%	2%	3%	0%	3%	-8%	1%	-1%	-2%
D2 agonist	1.3	0.4	0.0	·	0.2	0.3	0.7	1.3	·	-2.1
Vif-A3F inh	1%	0%	-1%	1%	-3%	-3%	-15%	-5%	-20%	-9%
LDHA inh	2	-10	-5	-3	-3&-3	2	1	-11	3	-1
ALOX12 inh	-17%	42%[activator][57.4 µM]	10%	23%[57.4 µM]	39%&1%[activator]	439%[activator]	5%	-22%	?	110%[activator]
Glioma ERSR ind	1%	-12%	-3%	-2%	-1%	-3%	-1%	-1%	-4%	-5%

#21 CC(C)Sc1cc(N2CCOCC2)nc(-c2ccc(Cl)cc2)n1
#22 COc1ccc(N2CCN(C(=O)CSc3nnc(NC(=O)C4CCC4)s3)CC2)cc1
#23 COC(=O)CCCNC(=O)c1ccc2oc(CCCc3ccccc3)nc2c1
#24 Cn1cc(C(=O)c2ccc(F)cc2)cc1-c1nc2ccccc2n1C
#25 C[C@]1(OC(=O)/C=C/c2ccccc2)C[C@@H](O)[C@]2(O)C=CO[C@@H](O[C@@H]3O[C@H](CO)[C@@H](O)[C@H](O)[C@H]3O)[C@@H]21
#26 CC1CCN(C(=O)Cn2ncc3c([nH]c4ccccc43)c2=O)CC1
#27 COc1ccc(-c2cc(C(C)=O)c(C)n2CCC(=O)Nc2ccc(C(F)(F)F)cc2)cc1
#28 COc1cccc(Cn2cnc3c2c(=O)n(C)c(=O)n3C)c1
#29 CCOc1ccc2ncc(S(=O)(=O)c3ccc(C)cc3)c(N3CCC4(CC3)OCCO4)c2c1
#30 O=C(Nc1cccc(C(=O)O)c1)/C(=C\c1ccccc1)NC(=O)c1ccccc1Cl
compound no.	21	22	23	24	25	26	27	28	29	30
ERG Ets-DNA blk	-10%	-1%	2%	-2%	-1%	-9%	1%	-1%	-8%	·
RGS4 inh	-11%	-6%	-4%	10%	-12%	-16%	-47%	14%	1%	-3%
D2 antagonist	2	7	-7	2	-6	-9	·	·	7	-10
Vif-A3G inh	1%	0%	-2%	6%	0%	-3%	3%	5%	-8%	-1%
D2 agonist	-0.1	1.7	-1.4	-0.2	-0.4	-0.2	-0.4	-1.0	0.9	0.4
Vif-A3F inh	-18%	13%	8%	-4%	-1%	2%	0%	-4%	-1%	5%
LDHA inh	-6	-1	-3	-12	-1	1	-5	-5&-9	11	-2
ALOX12 inh	12%	1%	-16%	0%	-1%	-24%	-17%	-1%&1%	11%	-7%
Glioma ERSR ind	-4%	-2%	-5%	3%	-1%	-6%	-3%	-2%	-5%	-2%

#31 O=C(N1CCOCC1)N1CCN(c2ccc(F)cc2)CC1
#32 CC(NCc1cccn1C)c1ccccc1 (stereo not drawn)
#33 O=C(Nc1ccccc1)c1cc2ccccc2[nH]1
#34 CN(C(=O)COC(=O)C1CSC2(C)CCC(=O)N12)c1ccccc1 (stereo not drawn)
#35 CCN(CC)C(=O)C(=O)c1cn(CC(=O)N2CCc3ccccc3C2)c2ccccc12
#36 Cc1ccc(S(=O)(=O)NC(=O)C2(C)CCN2C(=O)Cc2ccc(-c3ccccc3)cc2)cc1 (stereo not drawn)
#37 COc1ccccc1NC(=O)C(=O)NCC1CCCN1S(=O)(=O)c1cccs1 (stereo not drawn)
#38 Cc1c(O)ccc(-c2[nH]ncc2-c2nc3ccccc3s2)c1O
#39 Nc1nc(SCC(=O)N2CCCCC2)[nH]c(=O)c1NC(=O)c1cccs1
#40 Cc1ccc(NC(=O)Cn2cc(S(=O)(=O)N3CCN(c4ccccc4F)CC3)c3ccccc3c2=O)cc1F
compound no.	31	32	33	34	35	36	37	38	39	40
ERG Ets-DNA blk	·	-1%	5%	-6%	-5%	·	·	-3%	1%	-6%
RGS4 inh	-6%	-11%	-3%	-1%	6%	·	16%	4%	-20%	-8%
D2 antagonist	13	-3	6	14	·	·	-20	12	0	·
Vif-A3G inh	-6%	1%	2%	0%	0%	-4%	0%	-6%	-3%	-4%
D2 agonist	0.0	3.1	-1.0	0.2	·	·	-0.9	-0.7	0.6	0.3
Vif-A3F inh	-1%	-6%	-21%	5%	6%	·	1%	-1%	3%	0%
LDHA inh	0	-4	-7	-10	-11	-12	-6	-3	-2	-6
ALOX12 inh	1%	3%	-13%	5%	0%	?	23%	-29%	0%	-6%
Glioma ERSR ind	-4%	-4%	4%	-2%	-2%	-3%	6%	-4%	-1%	-2%

#41 CCOC(=O)C(C)n1cnc2c(nnn2-c2ccc(OC)cc2)c1=O (stereo not drawn)
#42 CCOC(=O)N1CCN(Cc2nc(N)nc(Nc3ccccc3C)n2)CC1
#43 CC(NC(=O)c1cccc(F)c1)C(c1cccs1)N1CCN(C)CC1 (stereo not drawn)
#44 CC(=O)Nc1c2c(nn1-c1ccc(C)cc1)CS(=O)(=O)C2
#45 CCOC(=O)C1(Cc2cccc(OC)c2)CCN(Cc2ccc3c(c2)OCCO3)CC1
#46 Cc1ccc(N/C(=N/S(=O)(=O)c2cccs2)c2ccccc2)c(C)c1
compound no.	41	42	43	44	45	46
ERG Ets-DNA blk	0%	1%	3%	-1%	7%	-4%
RGS4 inh	4%	-5%	-24%	24%	-22%	5%
D2 antagonist	2	-4	-3	3	·	3
Vif-A3G inh	1%	1%	2%	0%	-6%	?
D2 agonist	-1.8	-0.2	0.5	0.9	·	-1.4
Vif-A3F inh	-11%	-10%	3%	6%	?	-8%
LDHA inh	-6	3	-2	-6	-4	-2
ALOX12 inh	13%	·	16%	9%	0%	-8%
Glioma ERSR ind	1%	-5%	-5%	0%	-2%	4%
